Source: PubChem BioAssay (Sanford-Burnham Center for Chemical Genomics)
Hsp70 displacement – small molecules displacing fluorescent ligand from Hsp70 – biochemical, fluorescence polarization, primary screen (AID 583). Hsp70 fluorescence polarization probe displacement, mP; higher % means a stronger effect. displacement, % at 20 µM; hits with a dose series show IC50 in µM. 0.06% of 140,000 active; in the data active means displacement above about 50%;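 further: plate controls were vehicle for no effect and reference ligand for full effect; a part of the inactive calls stands beside numbers as strong as those of hits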
MKP-3 inhibition – inhibition of rat DUSP6 enzyme activity – biochemical, in vitro, primary screen (AID 425); recombinant MKP-3 phosphatase activity, fluorescence; higher % means a stronger effect; inhibition, % at 20 µM, or IC50 in µM where a hit was titrated; 0.17% of 110,000 active; in the data active means inhibition above about 50%;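 further: plate controls were vehicle for no effect and reference inhibitor for full effect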
An asterisk follows results filed as active; . = no result given; & = joins results of further samples. The list is partial, so the mix of outcomes need not match the whole.

item	SMILES	Hsp70 displacement	MKP-3 inhibition
1	COc1ccc(N2C(=O)C3C4C=CC(CC4)C3C2=O)cc1 (stereo not given)	-5.2%	-0.1%
2	Cc1ccc(C(=O)O)cc1NC(=O)C1CC=CCC1C(=O)O (stereo not given)	-1.8%	2.8%
3	CC1=C(C(=O)Nc2ccccn2)C(c2ccc(N(C)C)cc2)n2ncnc2N1 (stereo not given)	-3.6%	-10.2%
4	C[n+]1cccc(C(=O)NCCO)c1	1.9%	-2.8%
5	COC(=O)c1ccc(-c2nc3cc(N)ccc3o2)cc1	6.0%	.
6	CCOc1cc(/C=N/n2nnnc2N)ccc1O	-0.6%	-0.6%
7	OC1CCCN(Cc2ccccc2)C1 (stereo not given)	-2.6%	.
8	COc1ccc(OC)c(N=Cc2c(O)n(-c3ccccc3C)c(=O)[nH]c2=O)c1	1.0%	-0.1%
9	c1ccc(-c2csc3ncnc(NCCCN4CCOCC4)c23)cc1	-6.9%	.
10	CCCCN(C)S(=O)(=O)c1cc(Br)cc2c1N(C(=O)C1CC1)CC2	-0.7%	3.1%
11	CCc1cc(=O)oc2cc(OC/C=C/c3ccccc3)ccc12	0.3%	4.7%
12	O=C1CNC(=O)N1CC(=O)N1CCCc2ccccc21	-5.5%	.
13	CN(C)CCSc1nc(-c2ccccc2)nc2c1COC(C)(C)C2	5.2%	.
14	COc1ccc(/C(N)=N/OC(=O)c2cccc(Br)c2)cc1	-4.2%	-2.1%
15	Cc1cccc(CNC(=O)c2ccccc2N)c1	-0.4%	-8.2%
16	Cn1c(SCC(=O)N2CCN(c3ccccc3)CC2)nnc1-c1ccncc1	-0.4%	.
17	Cc1ccccc1-c1nc2sc3c(c2c(=O)o1)CCC3	0.5%	.
18	O=C(COC(=O)Cc1cccc(C(F)(F)F)c1)NCC1CCCO1 (stereo not given)	-2.8%	-0.5%
19	O=C(Nc1cccc(C(=O)N2CCOCC2)c1)c1cncc(Br)c1	-1.4%	-10.6%
20	O=S(=O)(c1ccc(OCC(O)CN2CCCC2)cc1)N1CCOCC1 (stereo not given)	4.0%	.
21	O=C(OC(C(=O)NCc1ccc2c(c1)OCO2)c1ccc(Cl)cc1)c1ccco1 (stereo not given)	0.9%	0.2%
22	O=C(OCc1ccco1)c1ccc(S(=O)(=O)N2CCCCC2)cc1	6.3%	-11.2%
23	Cc1ccc(C(=O)O)cc1N1C(=O)c2ccccc2C1=O	-3.0%	-1.1%
24	Cc1ccc(C)n1-n1c(C)nc2sc(-c3ccccc3)cc2c1=O	0.2%	-5.4%
25	C=CCOc1ccccc1CNn1nnnc1N	4.8%	2.8%
26	CCN(CC)CCN1C(=O)C(O)=C(C(=O)/C=C/c2ccccc2)C1c1ccc(Br)cc1 (stereo not given)	-1.7%	4.8%
27	O=C(CC1C(=O)NC2CCCCC2N1C(=O)c1ccc(F)cc1)Nc1ccccc1 (stereo not given)	-7.0%	.
28	C=CCn1c(O)c(/C=C2\C(C)=Nc3ccccc32)c(=O)[nH]c1=S	-2.3%	2.4%
29	O=C(O)CSc1ccccn1	3.1%	-4.3%
30	COC(=O)[C@@H](NC(=O)N(C1CCCCC1)C1CCCCC1)C(C)C	-3.1%	-11.9%
31	O=C(c1ccc(F)cc1)N1CCN(Cc2ccccc2Cl)CC1	-1.8%	-0.5%
32	Nc1nonc1N1CCCCC1	5.9%	-2.6%
33	CO[C@@]1(NC(=O)Cc2cccs2)C(=O)N2C(C(=O)O)=C(COC(N)=O)CS[C@@H]21	3.5%	.
34	COc1ccc(-c2nnc(SCC(=O)NC(=O)NCc3ccco3)o2)cc1	3.8%	-2.4%
35	COc1ccc(C2NC3=C(CCC3)C3(C#N)C4(N=C(N)C23C#N)OCCO4)cc1 (stereo not given)	6.5%	-13.4%
36	Cc1[nH]c2c(Cl)cccc2c(=O)c1CN1CCN(C)CC1	-3.3%	1.6%
37	Cc1ccc(C(=O)N/C(=C\c2cccc(Br)c2)C(=O)N2CCCCC2)cc1	0.1%	0.3%
38	O=C(O)Cn1c(SC2CCCCC2)nc2ccccc21	2.3%	-6.0%
39	COc1ccc(-c2cnc(SCC(=O)Nc3cc(C)on3)n2Cc2ccco2)cc1	2.7%	4.9%
40	COCCn1c(COc2ccc(OC)cc2)nc2ccccc21	12.1%	-16.3%
41	Cc1ccc(S(=O)(=O)Nc2nc3ccccc3nc2N2CCN(c3ccccc3F)CC2)cc1	-0.2%	.
42	O=C(CSc1nnc(-c2c[nH]c3ccccc23)o1)N1CCCCC1	-5.7%	-7.0%
43	CCCCC(=O)Nc1ccc(C(=O)N2CCC(C(=O)OCC)CC2)cc1	-3.3%	.
44	CCC(=O)Nc1cccc(NC(C)=O)c1	-0.8%	.
45	CCN(CC)C(=O)Oc1ccccc1NC(C)=O	0.9%	2.9%
46	O=C(c1ccco1)N1CCN(C(=O)c2ccc(COc3ccc(Cl)cc3Cl)o2)CC1	-5.5%	.
47	Cc1ccc(S(=O)(=O)Cn2cnnn2)cc1	0.1%	-4.1%
48	Nc1cccc(C(=O)Nc2ccc(N)cc2Cl)c1	3.6%&1.5%	-9.2%&1.2%
49	CCCCN(CC)CCNS(=O)(=O)c1ccc2c(c1)oc(=O)n2C	-0.3%	7.8%
50	COc1cc(NC(=O)c2ccc(OCc3ccccc3)cc2)ccc1NC(=O)c1ccco1	0.9%	9.8%
51	CCC(=O)N(Cc1cc2cccc(C)c2[nH]c1=O)c1ccccc1OC	2.7%	1.7%
52	CC1=C(C(=O)OCCOc2ccccc2)C(c2ccc(F)cc2)C2=C(CC(C)(C)CC2=O)N1 (stereo not given)	-6.5%	1.7%
53	Cn1c(SCC(=O)NCc2ccco2)nnc1-c1c[nH]c2ccccc12	2.6%	1.0%
54	N#Cc1cc2c(nc1SCC(=O)Nc1sc3c(c1C#N)CCC3)CCCCCC2	-2.0%	.
55	O=C1/C(=C/c2ccc([N+](=O)[O-])cc2)C=C(c2ccccc2)N1c1ccc(O)cc1	2.0%	1.3%
56	CCOC(=O)c1c(NC(=O)c2nn(CC)cc2Br)sc(C)c1C	17.7%	-7.5%
57	COc1ccc(CN2CCOCC2)cc1Br	5.8%	-3.5%
58	Cc1cccc(N=Cc2ccc([N+](=O)[O-])s2)c1	6.3%	49.9%
59	COc1ccc(S(=O)(=O)NCCN2CCOCC2)cc1	3.4%	0.2%
60	O=C(NNC(=O)C1CCCO1)c1ccc(Cl)cc1 (stereo not given)	1.3%	1.4%

Additional entries follow:
item	SMILES	Hsp70 displacement	MKP-3 inhibition
61	COc1ccc(-n2c(SCc3ccc(C#N)cc3)nnc2-c2ccccn2)cc1	3.7%	-1.7%
62	N#Cc1c(N2C(=O)C3C4C=CC(C4)C3C2=O)sc2c1CCC2 (stereo not given)	-1.4%	-4.4%
63	CC(Oc1ccc(Cl)cc1Cl)c1nc(-c2ccc(NC(=O)c3ccncc3)cc2)no1 (stereo not given)	5.5%	.
64	CCOC(=O)c1ccc(NC(=O)N2CCCCC2)cc1	6.7%	.
65	CCC(CC)C(=O)NCCNC(=O)C(CC)CC	-2.3%	-0.8%
66	O=C(OCCOc1ccccc1)c1sc2ccccc2c1Cl	5.4%	0.9%
67	CC1=Nn2c(nnc2-c2ccc(F)cc2)SC1	-2.9%	-3.4%
68	COc1cc(C(=O)NCC2CCCO2)cc(OC)c1OC (stereo not given)	1.7%	.
69	O=C(C1CCN(S(=O)(=O)c2cnc[nH]2)CC1)N1CCN(Cc2ccc3c(c2)OCO3)CC1	0.2%	1.5%
70	CCCCN(CN1C(=O)C2CC=C(Cl)CC2C1=O)CN1C(=O)C2CC=C(Cl)CC2C1=O (stereo not given)	2.0%	-0.8%
71	CCOC(=O)N1CCN(c2nc3ccccc3nc2C(C#N)C(=O)NCCc2ccccc2)CC1 (stereo not given)	-77.6%	-2.3%
72	COc1cccc(NC(=O)CSc2nnc(CN3CCOCC3)n2C)c1	0.4%	.
73	CCCNc1nc(NCC)nc(OC)n1	-4.5%	.
74	CN(C)CC1(c2ccccc2)CCCC1	1.8%	-16.5%
75	COc1ccc(CCNC(=O)C(=O)N2CCCCC2)cc1OC	0.3%	.
76	CCOC(=O)C1Cc2ccccc2CN1 (stereo not given)	1.8%	-5.1%
77	CC(=O)c1c(C)oc(C)c1CSCc1ccc(C(=O)O)o1	5.3%	-7.0%
78	Cc1ccccc1OCC(O)Cn1c(NCc2ccco2)nc2c1c(=O)[nH]c(=O)n2C (stereo not given)	-0.5%	-12.4%
79	CCN(CC)CC(=O)c1c[nH]c2ccc(C)cc12	-4.6%	-4.3%
80	Cc1csc(NC(=O)c2cc3c(s2)CCCCC3)n1	0.8%	.
81	CC(=O)N/N=C/c1cccc(C(F)(F)F)c1	0.5%	-1.1%
82	Cc1cc(C)cc(OCC(=O)N2CCN(c3ccc([N+](=O)[O-])cc3)CC2)c1	1.3%	-0.5%
83	COc1ccc(/C=C2\C=C(c3ccc(Cl)cc3)OC2=O)c(OC)c1	0.9%	4.7%
84	O=C(Nc1ccc(I)cc1Cl)c1ccccc1Cl	.	1.3%
85	COc1cccc(CNC(=O)c2ccccc2N)c1	.	-7.4%
86	Cc1ccc(NC(=O)CCCC(=O)O)c(Br)c1	1.5%	-1.8%
87	COc1cc2ccccc2cc1C(=O)Nc1cccc([N+](=O)[O-])c1	0.4%	-2.7%
88	COc1c(Cl)cc(C(=O)Nc2ccc(F)c([N+](=O)[O-])c2)cc1Cl	1.5%	-0.5%
89	O=C(CCN1CCCCCC1)c1ccccc1	-1.5%&9.9%	-1.5%
90	CN1C/C(=C\c2cccnc2)C(=O)/C(=C/c2cccnc2)C1	-0.1%	-0.6%
91	Nc1nc2ccccc2nc1N	1.3%	0.5%
92	COCCn1nnnc1C(c1cc2cc(C)ccc2[nH]c1=O)N1CCc2ccccc21 (stereo not given)	1.4%	.
93	Cc1ccc2oc3c(c(=O)c2c1)C(c1cccc(O)c1)N(c1ccccn1)C3=O (stereo not given)	3.9%	-11.7%
94	COc1cc(Cn2c(-c3nonc3N)nc3ccccc32)ccc1C	-3.5%	-7.1%
95	COCCn1c(-c2ccccc2F)n[nH]c1=S	-0.3%	-2.2%
96	CCOc1cc(C(=S)N2CCOCC2)cc(Br)c1OC(=O)c1ccc([N+](=O)[O-])cc1	-1.7%	2.9%
97	c1ccc(Nc2nc(-c3cccnc3)cs2)nc1	-0.3%	0.0%
98	CCN1CCN(C(=O)CCNC(=O)Cn2ccc3ccccc3c2=O)CC1	-0.6%	.
99	COc1ccc(NC(=O)c2cnn3c(C(F)(F)F)cc(-c4ccco4)nc23)cc1OC	12.0%&2.6%	-3.3%&25.3%
100	CN(c1ncc(C(F)(F)F)cc1Cl)n1cc(C(N)=O)c2ccccc2c1=O	-3.4%	.
101	COc1ccc(N(CC(=O)NC2CCCC2)C(=O)Cn2nnc(-c3ccc(C)cc3)n2)cc1OC	2.7%	-6.0%
102	COc1ccc(NS(=O)(=O)c2cc(C(=O)c3ccc(Br)cc3)ccc2C)cc1	0.6%	2.3%
103	CC1=NOC(=O)/C1=C/c1ccc(OCc2ccc(F)cc2)cc1	2.3%	-2.7%
104	c1ccc(Cc2nn3c(Cn4cnc5ccccc54)nnc3s2)cc1	1.4%	4.0%
105	CN(C)c1ccc(C(c2nnnn2C(C)(C)C)N2CCc3ccccc3C2)cc1 (stereo not given)	-0.2%	-2.0%
106	CC1CCc2c(sc(NC(=O)CCC(=O)O)c2C(=O)Nc2ccc(Cl)cc2)C1 (stereo not given)	5.4%	3.2%
107	Cc1nc2ccccn2c1C(=O)NCc1ccc2c(c1)OCO2	-1.1%	-0.6%
108	O=C1CC(c2ccccc2)C(C(=O)Nc2ccccc2F)N1 (stereo not given)	-6.4%	0.7%
109	S=C(Nc1ccccc1)N1CCN(C(c2ccccc2)c2ccccc2)CC1	1.2%	1.6%
110	CCOc1ccccc1NC(=O)c1nc[nH]c1C(=O)Nc1ccccc1OCC	-2.6%	-8.9%
111	Cc1ccc(NC(=O)C2C(C(=O)O)C3C=CC2C32CC2)cc1 (stereo not given)	-5.0%	.
112	C/C(=N/NC(=O)c1cccc(O)c1)C1CC1	1.6%	-1.0%
113	CCOC(=O)c1cc2sccc2n1Cc1ccccc1	2.7%	.
114	O=C1/C(=C\c2ccc(-c3ccccc3[N+](=O)[O-])o2)C(c2ccccc2)=NN1c1ccccc1	4.2%	.
115	CC(C)(/C=N/O)/[N+]([O-])=C/c1ccco1	-1.7%	-9.4%
116	C/C(=N/Nc1ccccc1[N+](=O)[O-])C1CC1	1.9%	4.1%
117	O=C(CSc1nnc(CNC(=O)c2ccccc2F)o1)c1ccccc1	.	2.4%
118	CCOc1ccc(C(=O)Nc2ccc3oc(-c4ccncc4)nc3c2)cc1Cl	-116.4%	36.7%
119	Cc1c(C(=O)O)oc2ccc(S(=O)(=O)N3CCC(C)CC3)cc12	-0.6%	0.3%
120	O=C(O)CCN1C(=O)c2ccc(Oc3ccc([N+](=O)[O-])cc3)cc2C1=O	1.9%	3.9%

Next part
item	SMILES	Hsp70 displacement	MKP-3 inhibition
121	COC(=O)c1cc(Br)c(=O)n(Cc2ccc(OC)c(OC)c2)c1	-2.1%	0.5%
122	CCc1ccc(NC(=O)CSCC(=O)Nc2ccccc2)cc1	-0.4%	1.1%
123	COc1ccc(OC)c(NS(=O)(=O)c2cc(OC)ccc2OC)c1	5.4%	-1.8%
124	O=C(O)c1ccc(-n2cccc2)cc1O	-0.2%	4.3%
